b-catenin transl: modulators of beta-catenin nuclear translocation, primary screen, imaging, HeLa cells, immunofluorescence, high-content; nuclear translocation activity, % at 5 µM; actives 0.3% (n = 190,000); AID 1665, 2009;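 active = nuclear translocation activity above 50% at 5 µM, with a well cell count of 50 or more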;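 also: per-cell ratio of nuclear to cytoplasmic median beta-catenin stain intensity; plate controls were DMSO negative control for no effect and GSK-3 inhibitor IX positive control for full effect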
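Test system: human HeLa cell line; Doses: 5 µM primary, 0.02–20 µM confirmation; Incubation: 24 h compound exposure, 37°C; Detection: beta-catenin immunofluorescence imaging with DAPI; Read-out: beta-catenin nuclear/cytoplasmic ratio, % activation.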
P. falciparum M1AAP: P. falciparum M1AAP inhibitors, biochemical, fluorogenic H-Leu-NHMec substrate, 1536-well (AID 1445) | Aminopeptidase N (Plasmodium falciparum (isolate 3D7)) | recombinant M1AAP, H-Leu-NHMec fluorogenic kinetic assay; higher % means a stronger effect | inhibition, % at 30 µM, or IC50 in µM where a hit was titrated | actives 0.42% (n = 220,000);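 active = primary inhibition above the hit cutoff, then over 50% inhibition at one or more dose response concentrations, cut at about 23% in these data, passing the limit was not always enough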;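 also: plate controls were DMSO full reaction for no effect and no enzyme background for full effect; strong numbers were not always called active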
UTI89 phage lysis: inhibition of K1F phage lysis, E. coli UTI89, bacterial capsule biogenesis inhibitors, alamar blue (AID 488966) | E. coli UTI89 K1F phage lysis, alamar blue, 2 h; higher % means a stronger effect | inhibition, % at 100 µM; hits with a dose series show IC50 in µM | actives 0.02% (n = 340,000);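 active = phage lysis inhibition, versus mean bacterial control, above a set limit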;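 also: capsule biogenesis inhibitors block K1F phage lysis so surviving cells raise fluorescence; higher fluorescence means more inhibition of phage lysis; actives were called in the ten point dose series up to 300 µM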
Dynein cargo inh: inhibitors of GR-EGFP nuclear translocation, primary screen, dynein cargo transport inhibitor project, imaging, high-content, 3617.4 mouse cells; test concentration mostly 20 µM; stimulated with dexamethasone, 1 µM; stronger effect = lower value; AID 1381, 2008; z-score, hits read low; actives 0.47% (n = 220,000);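 active = plate z-score of nuclear minus cytoplasmic receptor signal below a set negative limit, without overly bright fluorescence or cell loss, cut at about -3.5 in these data, passing the limit was not always enough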;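 also: z-score of nuclear minus cytoplasmic ring GR-EGFP intensity difference per well; some compounds called inactive have numbers as strong as hits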
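medium = tetracycline-free induction medium containing charcoal-stripped FBS | probe or stimulus = dexamethasone, 1.0 µM final | timing = 48 h induction, then 1 h compound, then 30 min agonist, 37 °C | detection = automated 10x imaging of fixed Hoechst-stained cells | read-out basis = nuclear versus cytoplasmic GR-EGFP signal, averaged per well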
Autophagy HCS: autophagy modulators in MEF cells, primary screen, imaging, high-content, MEF GFP-LC3 | MEF GFP-LC3 puncta imaging; test concentration mostly 10 µM | actives 0.98% (n = 190,000) | calls only at 10 µM (by protocol) | AID 463193, 2010;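 active = percentage of spot-positive cells more than 3 SD above its plate mean, without a fluorescence outlier flag or 80% toxicity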;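 also: spot-positive cell cutoff set from DMSO-treated cells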
MT stabilizer: microtubule stabilizers in HeLa cells, primary screen, imaging, high-content imaging; HeLa tubulin immunostaining HCS, 24 h; share of cells brighter than vehicle mean+2SD; % tubulin-high responders, % at 10 µM; actives 0.83% (n = 200,000);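 active = plate Z-score above 3 for both tubulin-high and condensed-nucleus cell shares, with cell loss under 80%, at 10 µM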;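 also: anti alpha tubulin signal scored within the nucleus-defined area of each cell; some results filed as inactive read as strong as hits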
Insulin prom up: insulin promoter activators in MIN6 cells, imaging, high-content screening, mouse beta cells; MIN6 insulin promoter-GFP reporter; stronger effect = higher value; z-score at 5 µM; actives 0.3% (n = 190,000); AID 1625, 2009;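 active = z-score above 3 at 5 µM with at least 500 cells counted in the well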
ER stress rescue: rescue of cells from ER stress-induced death, primary screen, 384-well, CSM14.1, thapsigargin, ATP luminescence (AID 1222); CSM14.1 thapsigargin-induced death rescue, ATP luminescence; higher % means a stronger effect; one-dose cellular ATP content (survival), % at 20 µM; EC50 in µM for titrated hits; 190,000 tested, under 10 active;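 active = EC50 below 50 µM in the dose-response confirmation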;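 also: death triggered by thapsigargin at about 15 µM added after 2 h compound pretreatment; cell ATP read after overnight thapsigargin exposure of roughly 18 to 22 hours; normalized against plate controls of thapsigargin alone and 5% DMSO vehicle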
P. falciparum M17LAP: P. falciparum M17LAP inhibitors, primary screen, biochemical, fluorogenic H-Leu-NHMec substrate, 1536-well (AID 1619); Leucine aminopeptidase (Plasmodium falciparum (isolate 3D7)); recombinant M17LAP, H-Leu-NHMec fluorogenic kinetic assay; higher % means a stronger effect; inhibition, % at 30 µM; hits with a dose series show IC50 in µM; actives 0.38% (n = 220,000);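 active = compound inhibiting the enzyme by more than half at any dose during confirmatory dose-response retesting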;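 also: plate controls were full reaction with DMSO carrier for no effect and no enzyme background for full effect; strong numbers were not always called active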
Dynein cargo inh cytoplasmic EGFP: also measured in Dynein cargo inh; calls as there; z-score; measured here: cytoplasmic GR-EGFP intensity; stronger effect = higher value
Dynein cargo inh nuclear GR-EGFP: further read-out of Dynein cargo inh, marked with its call; z-score; measured here: nuclear GR-EGFP intensity;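 lower value marks the stronger effect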
Dynein cargo inh cell count: recorded beside Dynein cargo inh, whose call it bears; z-score; measured here: cell count per field
Insulin prom up cell count: second read-out of Insulin prom up, no call of its own (marks repeat the call); cell count; measured here: cytotoxicity, nuclei count;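 total cells summed across four imaged fields per well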
b-catenin transl cell count 5 µM: recorded beside b-catenin transl, whose call it bears; cell count; measured here: cell count, cytotoxicity flag
MT stabilizer Hoechst-high %: recorded beside MT stabilizer, whose call it bears; % Hoechst-high responders; measured here: nuclear condensation Hoechst responders;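 share of cells brighter than vehicle mean plus two SD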
MT stabilizer cytotoxicity %: also measured in MT stabilizer; calls as there; toxicity, %; measured here: cytotoxicity by cell density;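 0% = mean cell density of plate MIN control wells and 100% = no cells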
Autophagy HCS cell loss 18 h: recorded beside Autophagy HCS, whose call it bears; toxicity, %; measured here: cell loss, nuclei count;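 cell loss after 18 h compound exposure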
The depositor's hits bear a star; i = inactive; x = not tested or not shown; [ ] = another dose, or the depositor's remark.

SMILES	b-catenin transl	b-catenin transl cell count 5 µM	P. falciparum M1AAP	UTI89 phage lysis	Dynein cargo inh	Dynein cargo inh cytoplasmic EGFP	Dynein cargo inh nuclear GR-EGFP	Dynein cargo inh cell count	Autophagy HCS	Autophagy HCS cell loss 18 h	MT stabilizer	MT stabilizer Hoechst-high %	MT stabilizer cytotoxicity %	Insulin prom up	Insulin prom up cell count	ER stress rescue	P. falciparum M17LAP
COc1ccc(-c2n(Cc3ccccc3)c3ccccc3[n+]2Cc2ccccc2)cc1	-0.4	1407	-1.9%	-0.1%	-0.424	-0.311	-0.223	0.781	i	-14.0	10.9*	6.7*	16.1*	-8.43	766	-3.4%	-3.1%
COc1ccc(/C=N\Nc2ccc([N+](=O)[O-])cc2[N+](=O)[O-])c(C(=O)O)c1OC	0.0	1046	9.5%	0.0%	0.253	-0.135	-0.06	-0.374	x	x	x	x	x	0.2	1396	x	7.7%
COc1ccc(C(=O)Nc2cc(C(=O)O)cc(C(=O)O)c2)cc1Cl	-0.1	1544	3.3%	0.2%	0.449	-0.269	0.39	-0.532	i	-13.2	1.7	1.3	3.3	-0.04	1586	0.2%	-21.2%
CC(C)(C)OC(=O)COc1cc(O)c2c(=O)cc(-c3ccccc3)oc2c1	-0.5	1149	0.6%	0.0%	0.579	-0.183	0.255	-0.42	i	14.2	2.0	2.8	6.5	-0.44	1491	-1.7%	-4.2%
O=C(C/C=N/OCc1c(Cl)cccc1Cl)c1ccc(Cl)cc1	3.1	1392	15.6%	0.1%	0.551	-0.208	-0.0207	0.0865	i	-2.6	1.9	1.3	4.8	-0.15	1548	-2.1%	13.2%
COc1ccc(/C=C/c2c([N+](=O)[O-])c(=O)n(C)c(=O)n2C)cc1OC	-0.6	990	1.8%	3.2%	-0.238	-0.166	-0.269	-0.911	i	-20.4	3.1	1.1	5.8	0.67	1499	-0.3%	2.3%
Cc1ccc(NC(=O)c2ccc([N+](=O)[O-])cc2)cc1S(=O)(=O)N(C)C	-2.0	1106	1.5%	-0.1%	0.213	-0.0394	0.149	-1.27	i	5.2	2.0	3.6	1.4	-0.19	1234	-1.2%	-7.3%
CCCCc1nnc(NC(=O)c2nc3nccc(C)n3n2)s1	-1.7	1080	5.4%	0.2%	0.753	-0.161	0.312	-0.49	i	-9.1	2.4	2.7	4.4	0.68	1083	-0.5%	17.6%
COc1cc(/C=C/C(=O)OCC(=O)NC2CCS(=O)(=O)C2)ccc1O (stereo unspecified)	-0.1	978	9.8%	-1.8%	0.572	-0.00448	0.353	-0.555	i	-10.8	4.6	2.4	1.4	x	x	-3.3%	19.4%
CCOC(=O)C1CCCN(C(=O)Nc2c(-c3ccccc3)noc2C)C1 (stereo unspecified)	-1.2	1358	2.5%	-0.5%	0.301	-0.245	0.205	-0.795	x	x	x	x	x	0.78	1094	x	5.1%
Cc1nn(C)c(C)c1CN(Cc1nc(-c2cc(F)ccc2F)oc1C)C1CC1	1.7	1058	11.5%	0.4%	0.296	-0.207	0.181	-0.492	i	8.0	4.2	1.8	10.9	0.55	1313	4.2%	11.6%
CCC(C)(C)NC(=O)c1ccc2c(c1)N(CC(=O)OC)C(=O)C(C)(C)O2	-4.2	1465	10.7%	0.0%	-0.777	-0.156	-0.512	0.74	i	3.0	1.1	1.0	3.3	0.73	1442	2.6%	-14.5%
Cc1cc(Nc2ccc(C(=O)O)cc2)n2nc(C)nc2n1	-2.7	1145	3.5%	3.6%	-0.403	-0.279	-0.154	0.571	x	x	7.1	2.0	8.0	-0.7	1945	-1.6%	14.1%
CC(C)(C)C1CCC(=NNc2ncc(C(F)(F)F)cc2Cl)CC1 (stereo unspecified)	0.6	914	1.8%	0.7%	0.431	-0.198	0.53	0.188	i	2.7	1.9	1.2	2.7	0.54	964	-2.9%	4.8%
O=C1c2ccccc2C(=O)N1CCN1CCc2ccccc21	1.4	1413	3.0%	0.0%	-0.166	-0.197	-0.0825	2.07	i	-1.7	1.9	4.7	6.2	0.25	1587	-1.7%	-3.0%
CC(C)CCN1CC(C(=O)N2CCN(c3ccc(F)cc3)CC2)CC1=O (stereo unspecified)	-1.4	1367	3.0%	0.0%	0.23	0.153	-0.0317	0.272	i	0.7	2.2	1.2	6.1	0.78	1516	4.2%	0.8%
CCOC(=O)C1(Cc2ccccc2C(F)(F)F)CCN(C2CCN(C(C)=O)CC2)CC1	-0.3	1028	-1.3%	0.1%	-0.804	-0.294	-0.237	0.414	i	-12.1	2.3	2.1	1.9	-0.88	1361	0.1%	2.8%
COc1cc(NC(=O)c2ccc(CNc3c(N4CCCC4)c(=O)c3=O)cc2)cc(OC)c1OC	-0.2	1340	1.4%	1.3%[50 µM]	1.72	-0.224	1.41	-1.5	x	x	x	x	x	1.73	899	x	10.0%
O=C1C2C3C=CC(C3)C2C(=O)N1c1n[nH]c(-c2cccnc2)n1 (stereo unspecified)	x	x	-2.0%	0.7%	-0.467	-0.19	0.236	1.61	i	-11.4	2.2	0.3	17.3	0.98	1301	0.8%	7.5%
COc1cccc2c1OCC(CN1CCN(C3CCCCC3)C(CCO)C1)=C2 (stereo unspecified)	0.6	972	-1.8%	0.6%	0.419	-0.244	0.0798	0.14	i	6.5	2.1	0.9	1.2	-0.47	1409	-0.4%	-2.8%
CSc1nc(SC)c2c3c(oc2n1)COC(C)(C)C3	0.1	986	3.1%	0.5%	1.27	-0.203	0.936	0.174	i	5.9	5.5	2.3	5.9	0.3	1201	x	-7.3%
CCn1c(SCc2ccc(C(=O)Nc3cc(C)cc(C)c3)cc2)nnc1-c1ccncc1	3.3	1067	-1.6%	-0.5%	-0.463	-0.2	-0.649	0.918	i	-2.2	0.5	1.8	14.6	-0.68	1700	-2.4%	-0.2%
Cc1cc(C)c(NC(=O)Cn2c([N+](=O)[O-])cnc2C)c(C)c1	0.0	1368	x	-0.1%	-0.0415	-0.812	-0.23	0.0505	x	x	x	x	x	1.32	771	x	x
CCN(C(C)=O)N(CC)c1nc(Cl)nc(NC(C)C)n1	-0.6	898	-2.0%	-0.2%	-0.451	-0.186	0.0644	0.395	i	-19.4	1.3	1.9	6.6	0.26	1297	0.2%	-8.9%
COc1ccc(OCCSc2nc(-c3ccccc3)cc(=O)[nH]2)cc1	-0.1	1108	2.1%	1.8%	-0.132	-0.289	-0.126	1.52	i	3.2	1.3	1.5	8.1	0.43	1314	0.8%	8.5%
COCCn1c(N)c(C(=O)Nc2sc3c(c2C(=O)OC)CCCC3)c2nc3ccccc3nc21	x	x	1.6%	0.2%	-0.577	-0.2	-0.0748	-0.519	i	3.6	3.4	2.6	8.2	-1.27	1412	-1.5%	-14.4%
CC(C)Sc1nnc(NC(=O)CCc2ccccc2)s1	-3.5	1079	8.4%	0.2%	0.206	-0.36	0.0109	-0.0984	i	3.5	4.0	2.2	8.2	0.16	1263	x	3.4%
Cc1nc2nc(SCC(=O)c3ccc([N+](=O)[O-])cc3)[nH]c2cc1Br	1.3	948	7.9%	-0.9%	0.302	-0.144	0.321	-0.449	i	0.2	5.9	1.3	14.3	-0.7	1376	0.7%	10.5%
Cc1ccc(C(=O)CC(=O)COc2ccc(Cl)cc2C)cc1	1.5	1064	1.3%	0.1%	0.433	-0.115	0.5	0.215	i	-10.0	3.2	2.0	5.1	-0.16	1516	-3.0%	-2.2%
Cc1ccc(NC(=O)C(Cc2ccccc2)NC(=O)OCc2ccccc2)cc1C (stereo unspecified)	-1.3	1067	4.2%	2.3%[50 µM]	-0.696	-0.242	-0.486	0.0369	i	-3.6	3.8	2.1	6.4	-0.29	1309	0.2%	-25.2%
CCOC(=O)c1cc(C)[nH]c1C	-1.9	1206	0.7%	-1.6%	0.445	-0.15	0.258	-0.535	x	x	x	x	x	0.05	1412	x	0.3%
CCCOn1c(-n2nc(C)cc2C)nc2ccccc2c1=O	0.8	1017	2.4%	-0.7%	1.64	-0.266	0.87	-0.853	i	-1.7	4.1	2.5	0.3	0.64	743	0.8%	-18.0%
Nc1nc(SCC(=O)N2CCCC2)[nH]c(=O)c1NC(=O)c1ccco1	-3.9	1168	3.4%	-1.2%	-0.53	-0.237	-0.226	0.474	i	6.5	4.8	3.2	8.6	-0.36	1893	-2.2%	4.1%
CCn1c(=O)n(CC)c2cc(S(=O)(=O)N3CCCCC3)c(C)cc21	-1.5	1165	3.6%	-0.1%	-0.634	-0.252	-0.448	1.43	i	2.2	3.6	3.4	3.8	0.15	967	0.5%	4.0%
CCCCOc1ccc(CNC(=O)NS(=O)(=O)c2ccc(OCC)cc2)cc1	-4.3	1204	-0.7%	0.0%	2.58	1.63	1.68	-1.45	i	-5.7	1.6	1.1	9.1	-0.37	861	3.7%	1.4%
CCCNC(=O)NCCC12CC3CC(CC(C3)C1)C2	-1.6	1122	-1.0%	0.1%	0.824	0.347	0.0993	-1.56	i	3.7	2.8	3.0	6.6	0.23	1235	1.3%	-3.1%

High-throughput results (PubChem)
